mIAP act: mouse IAP activation; muIAP, CDP-Star luminescence, 30 min; hits give high values; 1 = vehicle-only enzyme signal, 0 = enzyme-free wells; activation factor at 10 µM; AID 2805; 0.24% of 330,000 active;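 active = activation factor of at least 2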; also: the source names both 10 and 20 µM as test concentration; values of inactives mirror those of a sister screen read the other way
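Assay system: mouse IAP enzyme / Compound: DMSO-dissolved test compounds / Timing: 30 min, room temperature / Measured by: luminescence from enzymatic CDP-Star hydrolysis / Control set: DMSO-only wells, enzyme-free buffer wells as negative control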
hIAP act: increases human intestinal alkaline phosphatase activity; P09923; purified human IAP, CDP-Star luminescence, 30 min; hits give high values; 1 = vehicle-only enzyme, 0 = enzyme-free background; activation factor at 10 µM; 0.16% of 330,000 active; AID 2524;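 active = activation factor of the enzyme at least 2-fold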; also: the source names both 10 and 20 µM as test concentration; values of inactives mirror those of a sister screen read the other way
Target sequence (P09923 whole entry, looked up): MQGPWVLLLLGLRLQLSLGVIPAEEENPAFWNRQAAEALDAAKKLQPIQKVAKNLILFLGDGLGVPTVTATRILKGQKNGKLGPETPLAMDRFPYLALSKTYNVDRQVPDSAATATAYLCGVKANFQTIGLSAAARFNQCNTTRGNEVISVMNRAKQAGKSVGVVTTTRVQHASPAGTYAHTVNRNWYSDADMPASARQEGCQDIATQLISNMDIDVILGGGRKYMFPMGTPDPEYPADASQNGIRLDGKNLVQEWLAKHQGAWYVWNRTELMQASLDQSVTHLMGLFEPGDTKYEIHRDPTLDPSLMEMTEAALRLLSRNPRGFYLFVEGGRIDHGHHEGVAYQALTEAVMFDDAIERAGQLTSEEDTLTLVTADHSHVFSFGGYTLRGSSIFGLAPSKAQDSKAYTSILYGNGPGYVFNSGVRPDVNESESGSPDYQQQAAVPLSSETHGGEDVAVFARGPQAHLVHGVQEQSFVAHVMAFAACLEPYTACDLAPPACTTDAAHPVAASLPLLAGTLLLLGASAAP
PfGluPho inh: PfG6PD (Plasmodium falciparum) enzyme inhibition. PfGluPho enzyme, NADPH resazurin-diaphorase fluorescence. inhibition, % at 20 µM. 0.78% of 350,000 active. AID 504690;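 active = inhibition reaching at least a set limit at 20 µM in the primary screen, cut at about 59% in these data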;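 also: 0% = DMSO wells with substrate and 100% = DMSO wells lacking glucose-6-phosphate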
ATG4B inhibitor: blocks human ATG4B protease cleavage of LC3 substrate; 0.51% of 340,000 active; AID 504462; Q9Y4P1; ATG4B cleavage of LC3-PLA2, NBD-HPC fluorescence, 1 h; inhibition, % at 8.33 µM; in the data active = inhibition above about 40%
hIAP inh: blocks human intestinal alkaline phosphatase; P09923; purified IAP, CDP-Star luminescence, 30 min; inhibition, % at 10 µM; 0.12% of 330,000 active;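 active = inhibition reaching a set limit with compound at 10 µM in the primary screen, cut at about 35% in these data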;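 also: plate controls were DMSO wells with enzyme for no effect and no-enzyme buffer wells for full effect; values of inactives mirror those of a sister screen read the other way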
HKDC1 inhibitor: blocks human hexokinase HKDC1 activity; Q2TB90; recombinant HKDC1, G6PDH/diaphorase resazurin coupled fluorescence; inhibition, % at 20 µM; 0.16% of 340,000 active; AID 493160;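 active = inhibition above about 35% when tested at 20 µM, limit read from the data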;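 also: plate controls were DMSO wells with enzyme for no effect and DMSO wells lacking enzyme for full effect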
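Incubation: 90 min at room temperature in dark / Material: recombinant HKDC1 (HK5) hexokinase enzyme, produced in-house / Quantity: enzyme 5 µg/mL final / Compound: one dose of 20 µM, 1% DMSO / Reagent: glucose and ATP substrates / Buffer or medium: Tris pH 8.0 buffer with MgCl2, Tween-20, BSA, BME / Technique: resorufin fluorescence at 613 nm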
APOBEC3A inh: blocks human APOBEC3A ssDNA deamination; 0.41% of 330,000 active; recombinant A3A, FAM/TAMRA ssDNA deamination fluorescence; P31941; inhibition, % at 20 µM; AID 493011;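 active = at least 40% inhibition at 20 µM here, with at most 30% in a related deaminase screen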;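 also: plate controls were A3A with DMSO for no effect and wells lacking A3A enzyme for full effect; some results filed as inactive read as strong as hits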
Target sequence (P31941 whole entry, looked up): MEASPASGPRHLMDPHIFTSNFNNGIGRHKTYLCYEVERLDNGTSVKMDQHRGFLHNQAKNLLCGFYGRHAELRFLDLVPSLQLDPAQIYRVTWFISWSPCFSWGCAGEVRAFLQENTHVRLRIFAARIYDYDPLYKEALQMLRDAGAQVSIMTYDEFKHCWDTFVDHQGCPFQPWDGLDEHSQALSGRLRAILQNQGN
mIAP block: blocks mouse intestinal alkaline phosphatase; 0.2% of 330,000 active; AID 2806; purified mouse IAP, CDP-Star luminescence, 30 min; inhibition, % at 10 µM;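 active = inhibition of at least 40% at 10 µM in the primary screen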;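 also: plate controls were DMSO with enzyme for no effect and no enzyme wells for full effect; values of inactives mirror those of a sister screen read the other way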
* = called active by the depositor; · = no result given; & = joins results of further samples.

(1) COc1ccccc1Nc1nnc(SCC(=O)c2c(N)n(C3CC3)c(=O)[nH]c2=O)s1
(2) Cc1ccsc1C(=O)OCc1nc2ccsc2c(=O)[nH]1
(3) CN(CC(=O)Nc1cccc(F)c1)C(=O)c1cc(S(=O)(=O)N2CCN(c3ccccc3)CC2)ccc1Cl
(4) Cc1ccc(CSC2=NCCN2S(=O)(=O)c2ccc(F)cc2)cc1
(5) Cc1nc(NCCc2ccccc2)c2nnn(Cc3ccccc3)c2n1
(6) CC(=O)Nc1nc(-c2ccc3c(c2)CCN3C(=O)C2CC2)c(C)s1
(7) Nc1nnc(Cc2ccc(Cl)c(Cl)c2)s1
(8) CCOC(=O)C1CCN(C(=O)C2CCN(S(=O)(=O)CC)CC2)CC1

| assay / entry | 1 | 2 | 3 | 4 | 5 | 6 | 7 | 8 |
| --- | --- | --- | --- | --- | --- | --- | --- | --- |
| hIAP inh | -7 | -6 | 1 | -23 | -25 | 13 | 3 | 7 |
| mIAP act | 0.98 | 1 | 1 | 0.95 | 0.99 | 0.92 | 0.92 | 0.97 |
| mIAP block | 2 | -3 | -2 | 5 | 1 | 8 | 8 | 3 |
| HKDC1 inhibitor | -5 | -1 | 0 | 1 | 4 | -3 | -9 | -8 |
| hIAP act | 1.1 | 1.1 | 0.99 | 1.2 | 1.2 | 0.87 | 0.97 | 0.93 |
| APOBEC3A inh | -2 | 1 | 0 | 0 | -5 | -3 | -2 | -5 |
| PfGluPho inh | 11 | 1 | 2 | 14 | 2 | 1 | -6 | 3 |
| ATG4B inhibitor | -5 | -14 | -2 | -1 | -1 | -10 | 38 | -3 |

(9) Cc1cc(C)c(C(=O)Nc2ccccc2)c(CC(C)(C)C(=O)O)c1
(10) CCN(CC(=O)Nc1ccc(NC(C)=O)cc1)C(=O)C1CCCN(C(=O)c2ccc(Cl)cc2)C1 (stereo not given)
(11) Cc1cc(=O)oc2c(C)c(OC(C)C(=O)NCCCn3ccnc3)ccc12 (stereo not given)
(12) Cc1c(Cl)cccc1NC(=S)NCc1ccc(F)cc1
(13) CCOC(=O)C(C)(C)Sc1nc2c(cnn2-c2ccc(Cl)cc2)c(=O)[nH]1
(14) COc1ccc(NC(=O)CSc2nnc(-c3ccccn3)n2N)cc1Cl
(15) CCc1ccc(-c2cn(-c3nc(C)cc(C)n3)c(=N)o2)cc1
(16) O=C(Nc1ccc(N2CCN(C(=O)c3ccc(Cl)cc3)CC2)cc1)c1cccs1

| assay / entry | 9 | 10 | 11 | 12 | 13 | 14 | 15 | 16 |
| --- | --- | --- | --- | --- | --- | --- | --- | --- |
| hIAP inh | 7 | 3 | 10 | -11 | 4 | 20 | 3 | 0 |
| mIAP act | 1 | 1 | 0.97 | 1.4 | 1 | 1 | 1 | 1 |
| mIAP block | -1 | -2 | 3 | -38 | -1 | 0 | -1 | -2 |
| HKDC1 inhibitor | -1 | -4 | -6 | -2 | -1 | 1 | -1 | 3 |
| hIAP act | 0.93 | 0.97 | 0.9 | 1.1 | 0.96 | 0.8 | 0.97 | 1 |
| APOBEC3A inh | -2 | 2 | 2 | -8 | -2 | -3 | -2 | -4 |
| PfGluPho inh | -17 | -4 | -11 | -7 | -16 | 3 | -3 | -2 |
| ATG4B inhibitor | -4 | -25 | 5 | 58* | 7 | -4 | 8 | 3 |

(17) Cc1cccc(/C=C/c2nc3ccccc3c(=O)[nH]2)c1
(18) O=C(CSc1nnc(-c2ccc(O)cc2)n1Cc1ccco1)c1ccccc1
(19) CCc1noc(C)c1C(=O)OC(C)C(=O)c1c(C)[nH]c2ccccc12 (stereo not given)
(20) CCCCCCCCN1[C@@H](CC(=O)O)c2cc(F)ccc2S1(=O)=O
(21) COC(=O)CCCNC(=O)c1ccc2oc(CCCc3ccccc3)nc2c1
(22) COc1ccc2c(c1OC)C(=O)OC2Nc1nc(-c2cc3ccccc3oc2=O)cs1 (stereo not given)
(23) Cc1ccc(C(=O)N/C(=C/c2ccco2)C(=O)Nc2cccc(C)c2)cc1
(24) COc1ccc(NC(=O)C2CCCN(C(=O)c3ccc(Cl)cc3)C2)cc1S(=O)(=O)N(C)C (stereo not given)

| assay / entry | 17 | 18 | 19 | 20 | 21 | 22 | 23 | 24 |
| --- | --- | --- | --- | --- | --- | --- | --- | --- |
| hIAP inh | 11 | 9 | 13 | 7 | -62 | 5 | 8 | 13 |
| mIAP act | 0.95 | 0.96 | 1.1 | 0.96 | 1 | 0.91 | 0.95 | 1.1 |
| mIAP block | 5 | 4 | -9 | 4 | -4 | 9 | 5 | -8 |
| HKDC1 inhibitor | -4 | -5 | -1 | -3 | -8 | 9 | 2 | 2 |
| hIAP act | 0.89 | 0.91 | 0.87 | 0.93 | 1.6 | 0.95 | 0.92 | 0.87 |
| APOBEC3A inh | -4 | 2 | -1 | -2 | -3 | -3 | 0 | 2 |
| PfGluPho inh | -8 | -17 | 21 | -5 | -1 | -23 | 5 | 5 |
| ATG4B inhibitor | -6 | 4 | -7 | -10 | -4 | 13 | -14 | 4 |

(25) CCOC(=O)c1nnn(-c2nonc2N)c1CNC(C)C
(26) Cc1cc([N+](=O)[O-])nn1CC(=O)NCc1ccc(Cl)cc1
(27) Cc1onc(-c2ccccc2)c1C(=O)N1CCC(CO)(Cc2ccccc2)CC1
(28) Cc1[nH]c2ccc(C(=O)NCCCN(C)C3CCCCC3)cc2c1C
(29) CSc1ncc(CN2CCN(CC=C(C)C)C(CCO)C2)cn1 (stereo not given)
(30) O=C(O)c1cc(-c2ccc(N3CCOCC3)cc2)nn1-c1ccccc1Cl
(31) CC(/C=C/C(=O)c1ccc(C)cc1)=C\c1ccccc1
(32) Cc1cc(C)n(-c2cc(N3CCOCC3)nc(-c3ccccc3)n2)n1

| assay / entry | 25 | 26 | 27 | 28 | 29 | 30 | 31 | 32 |
| --- | --- | --- | --- | --- | --- | --- | --- | --- |
| hIAP inh | 3 | 20 | -15 | 3 | -16 | -5 | -7 | -30 |
| mIAP act | 0.91 | 0.96 | 1.1 | 1.1 | 1.1 | 1 | 0.96 | 0.85 |
| mIAP block | 10 | 4 | -11 | -5 | -8 | -3 | 4 | 15 |
| HKDC1 inhibitor | 1 | -3 | 0 | -2 | -6 | -3 | 3 | -7 |
| hIAP act | 0.97 | 0.81 | 1.1 | 0.97 | 1.2 | 1 | 1.1 | 1.3 |
| APOBEC3A inh | 0 | 0 | 0 | 0 | 1 | 5 | -3 | -6 |
| PfGluPho inh | -12 | -3 | -26 | 6 | 8 | -18 | 20 | -10 |
| ATG4B inhibitor | -5 | 5 | 6 | -11 | -7 | -9 | 6 | 12 |

(33) CCCCC[C@@H]1C=C(C(=O)O)[C@H](c2ccc(Cl)cc2)N1S(=O)(=O)c1ccc(C)cc1
(34) CSC1CCCCC1(O)CSc1nc2ccccc2o1 (stereo not given)
(35) COC(=O)c1c(-c2cccc3ccccc23)csc1NC(=O)Cc1ccc(OC)c(OC)c1
(36) COc1ccc(NC(=O)CN2CCc3ccccc3C2)c([N+](=O)[O-])c1
(37) COc1ccc(OC(=O)c2ccncc2)cc1
(38) Cc1nc(SCC(=O)c2ccc(Cl)s2)c2oc3ccccc3c2n1
(39) C/C(=N\NC(=O)CCCC(=O)O)c1c(-c2ccccc2)c2cc(Cl)ccc2[nH]c1=O
(40) Cc1ccccc1CSCC(=O)N1CCN(c2ccccc2)CC1

| assay / entry | 33 | 34 | 35 | 36 | 37 | 38 | 39 | 40 |
| --- | --- | --- | --- | --- | --- | --- | --- | --- |
| hIAP inh | -18 | 4 | -15 | -11 | 19 | 2 | -8 | 9 |
| mIAP act | 0.93 | 1.1 | 0.95 | 0.86 | 0.98 | 0.98 | 0.95 | 0.97 |
| mIAP block | 7 | -10 | 5 | 14 | 2 | 2 | 5 | 2 |
| HKDC1 inhibitor | 8 | -3 | -3 | 0 | -2 | -5 | -4 | -1 |
| hIAP act | 1.2 | 0.96 | 1.1 | 1.1 | 0.81 | 0.97 | 1.1 | 0.91 |
| APOBEC3A inh | 4 | 1 | -6 | -4 | -1 | 2 | -1 | -2 |
| PfGluPho inh | -24 | -3 | 6 | 7 | -8 | -4 | -8 | 12 |
| ATG4B inhibitor | 11 | -18 | -8 | -7 | 1 | -4 | -2 | -2 |

(41) OC[C@@H](O)[C@@H](O)CO
(42) C[C@H](NC(=O)c1ccccc1Cl)C(=O)OCCOc1ccc(Cl)cc1
(43) COc1ccc2nc(NC(=O)CN(C)S(=O)(=O)c3cccs3)sc2c1
(44) CCOC(=O)CSc1nnc(CNC(=O)c2ccc(OC)cc2)n1Cc1ccccc1
(45) COc1ccc(N(C(=O)Cc2cccs2)C(C(=O)NC2CCCCC2)c2cccn2C)cc1OC (stereo not given)
(46) Cc1ccnc(SCC(=O)N2CCN(c3cccc(Cl)c3)CC2)n1
(47) O=C(c1ccc(F)cc1)N1CCCN(c2nc(-c3ccccc3)ns2)CC1
(48) CCCCOc1ccc(C(=O)O)cc1

| assay / entry | 41 | 42 | 43 | 44 | 45 | 46 | 47 | 48 |
| --- | --- | --- | --- | --- | --- | --- | --- | --- |
| hIAP inh | 17 | -11 | -1 | 1 | 22 | -8 | -8 | -13 |
| mIAP act | 0.91 | 1 | 1 | 1.1 | 1 | 1 | 0.95 | 0.97 |
| mIAP block | 9 | -2 | -1 | -8 | -4 | 0 | 5 | 3 |
| HKDC1 inhibitor | -2 | -2 | 0 | 0 | -4 | -1 | 0 | -13 |
| hIAP act | 0.83 | 1.1 | 1 | 0.99 | 0.78 | 1.1 | 1.1 | 1.1 |
| APOBEC3A inh | -2 | -10 | -2 | 1 | -4 | 0 | -3 | -1 |
| PfGluPho inh | 11 | -8 | 10 | 4 | 11 | 11 | -6 | -16 |
| ATG4B inhibitor | -5 | -4 | -14 | -9 | -9 | -13 | -10 | -2 |

(49) O=C1Cc2cc(NS(=O)(=O)c3ccc(Cl)cc3)cc3c2N1CCC3
(50) CC[C@@H]1CC=C[C@H]2[C@H]1C(=O)N(Cc1ccccc1)[C@H]2c1cc(C)ccc1F
(51) CCn1c(C)cc(/C=C2\NC(=O)N(Cc3ccccc3)C2=O)c1C
(52) O=C1c2ccccc2N2C(=O)c3ccccc3C2N1Cc1ccco1 (stereo not given)
(53) O=C(OCCN1CCOCC1)c1cccnc1
(54) COc1ccc(CNC(=O)/C(C#N)=C/c2cccc(OC)c2OC)cc1

| assay / entry | 49 | 50 | 51 | 52 | 53 | 54 |
| --- | --- | --- | --- | --- | --- | --- |
| hIAP inh | -13 | 7 | 3 | 6 | 13&2 | -2 |
| mIAP act | 0.95 | 0.93 | 0.89 | 1.1 | 0.89&1 | 1 |
| mIAP block | 4 | 7 | 12 | -5 | 11&-1 | -3 |
| HKDC1 inhibitor | 1 | · | 5 | 2 | -11&4 | 3 |
| hIAP act | 1.1 | 0.93 | 0.97 | 0.94 | 0.87&0.98 | 1 |
| APOBEC3A inh | -1 | -4 | 3 | 5 | 0&-3 | -3 |
| PfGluPho inh | -13 | · | -23 | 1 | -11&5 | -5 |
| ATG4B inhibitor | 7 | · | 1 | 3 | -5&-6 | -9 |

Bioassay records: PubChem, Sanford-Burnham Center for Chemical Genomics
